IDH1 R132H inh: IDH1 R132H (human) inhibition; AID 624101; inhibition, % at 10 µM; 70,000 tested, 0.18% active; O75874; IDH1 R132H reductase, diaphorase/resazurin fluorescence, 60 min; in the data active means inhibition above about 34%; inconclusive means no clear call, values can overlap the other calls; inactive means below about 11%;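 further: 0% = DMSO and 100% = no enzyme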
EZH2 inh: blocks human EZH2/PRC2 H3K27 methylation. 57,000 tested, 0.35% active. inhibition, % at 12.5 µM. DELFIA TRF, 1 h. AID 651548;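 active means mean inhibition of replicates at least 50% and every single replicate also reaching 50%; inconclusive means mean inhibition at least 50% but some replicate falls below 50%; inactive means mean inhibition under 50%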;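 further: dimethyl H3K27 on biotinylated H3 21-44 peptide detected by antibody; plate controls were median neutral control wells for no effect and median positive control wells for full effect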
Target sequence (Q15910 whole entry, looked up): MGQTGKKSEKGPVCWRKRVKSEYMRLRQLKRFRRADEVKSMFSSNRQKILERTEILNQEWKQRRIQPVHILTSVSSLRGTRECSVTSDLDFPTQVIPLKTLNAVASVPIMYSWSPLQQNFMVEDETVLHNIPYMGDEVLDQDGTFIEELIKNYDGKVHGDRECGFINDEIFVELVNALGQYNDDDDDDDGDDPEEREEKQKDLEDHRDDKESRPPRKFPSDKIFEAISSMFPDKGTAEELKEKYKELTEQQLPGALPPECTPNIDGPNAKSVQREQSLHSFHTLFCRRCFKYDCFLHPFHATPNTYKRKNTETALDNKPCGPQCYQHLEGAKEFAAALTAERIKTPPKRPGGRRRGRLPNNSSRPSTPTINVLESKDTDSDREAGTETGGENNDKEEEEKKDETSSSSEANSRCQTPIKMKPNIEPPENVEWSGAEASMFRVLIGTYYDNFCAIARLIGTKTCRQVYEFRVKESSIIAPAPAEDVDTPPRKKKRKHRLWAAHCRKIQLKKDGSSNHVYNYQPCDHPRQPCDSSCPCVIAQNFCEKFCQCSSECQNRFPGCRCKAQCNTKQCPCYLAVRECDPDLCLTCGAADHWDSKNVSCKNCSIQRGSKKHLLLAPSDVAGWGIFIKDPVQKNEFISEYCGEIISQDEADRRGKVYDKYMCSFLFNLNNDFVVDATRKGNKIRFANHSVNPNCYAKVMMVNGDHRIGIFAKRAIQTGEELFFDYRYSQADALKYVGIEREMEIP
The depositor's hits bear a star; ? = inconclusive; . = not tested or not shown. A portion of the library. The share of hits here may be higher or lower than overall.

Below each SMILES: EZH2 inh | IDH1 R132H inh
C[C@H](CO)N1C[C@H](C)[C@H](CN(C)Cc2ccncc2)Oc2cc(-c3ccncc3)ccc2S1(=O)=O
    9.2 | .
COc1ccc(S(=O)(=O)Nc2ccc3c(c2)C(=O)N([C@@H](C)CO)C[C@@H](C)[C@@H](CN(C)Cc2ccccc2)OCCCC[C@H](C)O3)cc1
    . | -6.7
C[C@@H]1CN([C@@H](C)CO)C(=O)c2cc(NS(=O)(=O)c3cccs3)ccc2O[C@H]1CN(C)C(=O)Nc1ccc(F)cc1
    . | 2.7
COc1cc2c(cc1C(F)(F)F)N(C(=O)Nc1cc(F)cc(-c3cccnc3)c1)CC2
    -25.5 | -0.5
CCNC(=O)C1CCCN(C(=O)c2cc(OC)c(OC)c(OC)c2)CC1 (stereo not given)
    1.5 | .
Cc1ccc(NC(=O)CSc2nnc(N)s2)c(Br)c1
    4.7 | 0.0
Cc1ccc(OCC(=O)Nc2ccccc2-c2nc3ccccc3s2)cc1C
    -2.5 | 0.1
CCN1C(=O)C(O)(CC(=O)c2ccco2)c2cc(Br)ccc21 (stereo not given)
    2.2 | -0.1
CCCNC(=O)C[C@@H]1C[C@@H]2c3cc(N(C)C)ccc3O[C@@H]2[C@H](CO)O1
    17.3 | -3.2
C[C@@H]1CCCCO[C@H](CN(C)S(=O)(=O)c2ccc(F)cc2)[C@H](C)CN([C@H](C)CO)C(=O)c2cc(NS(=O)(=O)c3ccc(F)cc3)ccc2O1
    . | 2.1
C[C@@H]1CCCCO[C@@H](CN(C)C(=O)c2ccncc2)[C@@H](C)CN([C@@H](C)CO)C(=O)c2cc(NS(=O)(=O)c3cccs3)ccc2O1
    . | 0.0
CO[C@@H]1CN(C)C(=O)c2ccc(NS(=O)(=O)c3cn(C)cn3)cc2OC[C@@H](C)N(CC2CC2)C[C@@H]1C
    0.2 | -0.3
COc1ccc(CCNC(=O)c2cc(-c3ccccn3)nc3c(Cl)cccc23)cc1OC
    -1.4 | 0.3
CC1=CCC(C(C)(C)O[C@@H]2O[C@H](CO[C@@H]3O[C@H](COC(=O)c4cc(O)c(O)c(O)c4)[C@@H](O)[C@H](O)[C@H]3O)[C@@H](O)[C@H](O)[C@H]2O)CC1 (stereo not given in full)
    . | 2.4
CC(C)NC(=O)N(C)C[C@@H]1Oc2cc(C#Cc3ccc(F)cc3)ccc2S(=O)(=O)N([C@@H](C)CO)C[C@H]1C
    -2.3 | ?
CC(=O)c1cccc(NC(=O)CSc2nc3ccccc3c(=O)n2-c2ccccc2)c1
    8.3 | 0.2
Cc1cc(C)c(S(=O)(=O)NCC(=O)Nc2ccc(Br)cc2)c(C)c1
    0.4 | 0.3
C[C@@H]1CN([C@@H](C)CO)C(=O)c2cccc(NS(=O)(=O)c3cn(C)cn3)c2O[C@H]1CN(C)Cc1ccc(Cl)c(Cl)c1
    1.6 | 1.7
CN(C)C(=O)C[C@H]1CC[C@@H](NC(=O)c2ccc(F)cc2)[C@@H](CO)O1
    9.0 | -0.1
O=C(CCCCCCC(=O)N/N=C/c1ccc(CO)o1)NO
    9.8 | .

The results go on:
Below each SMILES: EZH2 inh | IDH1 R132H inh
COc1ccc(-c2cn(CC[C@@H]3CC[C@H](NC(=O)Cc4ccccn4)[C@H](CO)O3)nn2)cc1
    -4.6 | -0.1
CC(C)ON([C@@H](C(=O)NO)C(C)C)S(=O)(=O)c1ccc(-c2ccccc2)cc1
    -12.5 | 0.4
Cc1noc(C)c1NC(=O)N(C)C[C@@H]1Oc2ccc(NC(=O)Cc3cn(C)c4ccccc34)cc2C(=O)N([C@H](C)CO)C[C@H]1C
    . | -23.8
C[C@@H]1CN([C@H](C)CO)C(=O)c2cc(C#CCN(C)C)cnc2O[C@H]1CN(C)S(=O)(=O)c1cn(C)cn1
    . | -0.3
CN(c1ccc(C(=O)NCc2cccnc2)cc1)S(C)(=O)=O
    -16.6 | 0.4
Cc1cccc(C)c1NC(=O)CSc1nnnn1-c1c(C)cccc1C
    7.4 | -0.6
CN(C)C(=O)C[C@@H]1C=C[C@H](NC(=O)c2ccc(F)cc2)[C@@H](CO)O1
    -4.7 | -0.2
Cc1noc(C)c1NC(=O)N(C)C[C@H]1Oc2ccc(NS(=O)(=O)c3cn(C)cn3)cc2CC(=O)N([C@@H](C)CO)C[C@H]1C
    . | 1.5
O=C(C[C@@H]1C[C@H]2c3cc(NC(=O)Nc4ccc(C(F)(F)F)cc4)ccc3O[C@H]2[C@@H](CO)O1)NCc1cccnc1
    2.7 | 0.3
C[C@@H]1CN([C@@H](C)CO)C(=O)c2cccc(NC(=O)c3ccncc3)c2O[C@@H]1CN(C)C(=O)NC1CCCCC1
    10.4 | 2.0
O=C(COc1ccccc1)Nc1ccc2oc(-c3cccc(I)c3)nc2c1
    -4.8 | -0.3
C[C@@H]1CN([C@H](C)CO)C(=O)c2cc(N(C)C)ccc2O[C@@H](C)CCCCO[C@@H]1CN(C)S(=O)(=O)c1cccs1
    -14.3 | -1.0
COc1ccc(S(=O)(=O)Nc2ccc3c(c2)CC(=O)N([C@@H](C)CO)C[C@H](C)[C@H](CN(C)S(=O)(=O)c2c(C)noc2C)O3)cc1
    . | -1.1
Cc1ccc(Oc2ccc(NC(=O)CCCC(=O)O)cc2)cc1C
    -2.2 | -0.3
COc1ccc(S(=O)(=O)Nc2ccc3c(c2)C(=O)N([C@@H](C)CO)C[C@H](C)[C@H](CN(C)C(=O)Cc2ccccc2)OCCCC[C@@H](C)O3)cc1
    . | -1.1
C[C@H](CO)N1C[C@H](C)[C@H](CN(C)C(=O)Cc2ccncc2)Oc2cc(-c3cncnc3)ccc2S1(=O)=O
    . | 0.5
COc1ccc(NC(=O)c2cccnc2C(=O)O)c(OC)c1
    . | 0.3
C[C@H]1CN([C@@H](C)CO)C(=O)c2cc(-c3ccc(C#N)cc3)cnc2O[C@H]1CN(C)C(=O)Nc1ccccc1
    -6.6 | -1.1
CN1CCN(C(=O)C2=C[C@H](C3CCCCC3)C[C@H](OCc3ccc(CO)cc3)O2)CC1
    -2.8 | .
COCC#Cc1cnc2c(c1)C(=O)N([C@@H](C)CO)C[C@H](C)[C@H](CN(C)Cc1ccc(F)cc1)O2
    . | 0.3

More results follow.
Below each SMILES: EZH2 inh | IDH1 R132H inh
COc1ccccc1S(=O)(=O)N[C@@H]1CC[C@@H](CC(=O)N2CCN(C)CC2)O[C@@H]1CO
    -11.7 | 0.2
CC1CCCC(C)N1S(=O)(=O)c1ccc(NC(=O)CCn2cnc3ccccc3c2=O)cc1 (stereo not given)
    -15.3 | -0.3
O=c1c(O[C@@H]2O[C@H](CO)[C@H](O)[C@H](O)[C@H]2O)c(-c2ccc(O)cc2)oc2cc(O)cc(O)c12
    5.2 | -0.2
COc1ccccc1-c1cnc2c(c1)C(=O)N([C@H](C)CO)C[C@@H](C)[C@H](CN(C)C(=O)c1ccccc1)O2
    . | 0.1
O=C(NCC[C@H]1CC[C@@H](NS(=O)(=O)c2ccccc2F)[C@@H](CO)O1)c1ccc(F)cc1
    -12.1 | 0.0
C[C@@H]1CN([C@@H](C)CO)C(=O)c2cc(NC(=O)NC3CCCCC3)ccc2O[C@@H]1CN(C)Cc1ccc(-c2ccccc2)cc1
    . | 1.6
Cc1noc(C)c1NC(=O)N(C)C[C@H]1Oc2ccc(NC(=O)C3CCCCC3)cc2C(=O)N([C@H](C)CO)C[C@@H]1C
    . | 1.5
CC(C)C#Cc1cnc2c(c1)C(=O)N([C@H](C)CO)C[C@H](C)[C@@H](CN(C)C(=O)CC1CC1)O2
    . | -0.4
OCc1ccccc1O
    3.3 | -0.3
C[C@@H]1CN([C@H](C)CO)C(=O)c2cc(NC(=O)Cc3cn(C)c4ccccc34)ccc2O[C@H]1CN(C)Cc1ccc(C(F)(F)F)cc1
    . | -8.7
COc1ccc([Si](C)(C)[C@@H]2[C@@H](CC(=O)N3Cc4ccccc4C[C@H]3CO)O[C@]3(C(=O)N(Cc4ccc(I)cc4)c4ccccc43)[C@H]2C)cc1
    -4.5 | -0.3
COc1ccc(S(=O)(=O)Nc2cccc3c2O[C@@H](CN(C)S(=O)(=O)c2cn(C)cn2)[C@H](C)CN([C@@H](C)CO)C3=O)cc1
    . | -2.0
C[C@@H](O)C#Cc1ccc2c(c1)O[C@H](CN(C)CC1CCOCC1)[C@@H](C)CN([C@@H](C)CO)S2(=O)=O
    -3.1 | 1.0
C[C@@H]1CN([C@@H](C)CO)C(=O)Cc2cc(NC(=O)C3CC3)ccc2O[C@H]1CN(C)C(=O)Nc1cccc2ccccc12
    0.0 | -2.1
Cc1cc(C)cc(NC(=O)CSc2nnc(-c3ccncc3)n2-c2ccccc2)c1
    6.6 | 0.0
O=C(O)CSc1nnc(C2CC2)n1-c1ccccc1
    -10.1 | 0.3
C[C@H]1CN([C@@H](C)CO)C(=O)c2cc(NC(=O)CCC(F)(F)F)ccc2O[C@@H]1CN(C)S(=O)(=O)c1cccs1
    . | -1.4
CN(CC(=O)Nc1ccc(F)cc1)S(=O)(=O)c1ccccc1
    -0.8 | 0.1
C[C@@H]1CN([C@@H](C)CO)C(=O)c2cc(NS(C)(=O)=O)ccc2O[C@@H]1CN(C)Cc1ccc(Cl)c(Cl)c1
    5.6 | -0.5
O=C(NCCSc1nc2cc(C(F)(F)F)ccc2s1)C12CC3CC(CC(C3)C1)C2
    18.1 | 0.9

The list goes on.
Below each SMILES: EZH2 inh | IDH1 R132H inh
C[C@@H]1CN([C@@H](C)CO)C(=O)Cc2cc(N(C)C)ccc2O[C@H]1CN(C)Cc1ccc(C(=O)O)cc1
    1.4 | -0.1
C[C@H](CO)N1C[C@H](C)[C@H](CN(C)C(=O)Nc2ccc(F)cc2)Oc2ccc(NS(C)(=O)=O)cc2C1=O
    0.6 | 0.6
CNC[C@H]1Oc2cc(C#CC(C)C)ccc2S(=O)(=O)N([C@@H](C)CO)C[C@@H]1C
    . | -0.3
COc1ccc(-c2nnc(SCc3ccc([N+](=O)[O-])c(OC)c3)n2-c2ccccc2)cc1
    19.5 | ?
COc1ccc(C#Cc2cnc3c(c2)C(=O)N([C@H](C)CO)C[C@H](C)[C@H](CN(C)C(=O)NC2CCCCC2)O3)cc1OC
    -13.2 | -0.9
C[C@H]1CN([C@@H](C)CO)C(=O)Cc2cc(NC(=O)c3ccncc3)ccc2O[C@H]1CN(C)Cc1ccc(Cl)c(Cl)c1
    3.5 | -3.6
CCn1c(SCC(=O)Nc2ccc(C(N)=O)cc2)nnc1-c1ccc(F)cc1
    -0.9 | 0.2
COCc1cn(CC[C@@H]2CC[C@@H](NC(=O)Nc3ccccc3)[C@@H](CO)O2)nn1
    1.8 | 0.3
COCC#Cc1ccc2c(c1)O[C@H](CN(C)C(=O)CN(C)C)[C@H](C)CN([C@H](C)CO)S2(=O)=O
    -11.9 | -0.2
C[C@H]1CN([C@@H](C)CO)C(=O)c2cc(-c3ccncc3)cnc2O[C@@H]1CN(C)C(=O)NC1CCCC1
    -5.1 | 2.8
COc1cc(/C=N\NC(=O)CCCCCCC(=O)NO)c(Br)cc1O
    0.3 | .
COC(=O)C[C@H]1C=C[C@H](NC(=O)c2ccccc2)[C@H](CO)O1
    -0.1 | -0.1
Cc1noc(C)c1S(=O)(=O)Nc1ccc2c(c1)C(=O)N([C@H](C)CO)C[C@H](C)[C@H](CN(C)C(=O)Nc1ccc(C(F)(F)F)cc1)O2
    . | -0.3
C[C@@H]1CCCCO[C@@H](CN(C)S(=O)(=O)c2ccc(Cl)cc2)[C@H](C)CN([C@H](C)CO)C(=O)c2cc(NC(=O)CCC(F)(F)F)ccc2O1
    . | 0.0
CC(C)CC#Cc1ccc2c(c1)O[C@H](CN(C)S(C)(=O)=O)[C@@H](C)CN([C@@H](C)CO)S2(=O)=O
    -4.2 | 0.1
C[C@@H]1CN([C@@H](C)CO)C(=O)Cc2cc(NC(=O)Cc3ccccc3)ccc2O[C@H]1CN(C)Cc1ccc2c(c1)OCO2
    -39.0 | 0.9
CC(C)[N+]1(C)C2CCC1CC(OC(=O)C(CO)c1ccccc1)C2 (stereo not given)
    . | 0.8
O=C(C[C@@H]1CC[C@H](NC(=O)Nc2ccc3c(c2)OCO3)[C@H](CO)O1)NCCCN1CCOCC1
    10.7 | -0.2
CC(C)N1C(=O)[C@@]2(Cc3ccccc31)c1ccccc1C(=O)N(Cc1ccccc1Cl)[C@H]2c1ccc(CO)cc1
    -5.7 | -0.2
CC(C)CC#Cc1cnc2c(c1)C(=O)N([C@H](C)CO)C[C@H](C)[C@@H](CN(C)S(C)(=O)=O)O2
    5.6 | -1.0
C[C@H](NC(=O)N(C)C[C@H]1OCc2ccccc2-c2c(n(C)c3ccccc23)C(=O)N([C@@H](C)CO)C[C@H]1C)c1ccccc1
    -5.8 | 0.2
O=C(NCc1ccccn1)c1ccccc1O
    -18.0 | 1.0
COc1ccc(CN(C)C[C@H]2Oc3ccc(NC(=O)c4ccncc4)cc3CC(=O)N([C@H](C)CO)C[C@@H]2C)cc1
    . | 0.2

2 entries from above in a different format.
SMILES	EZH2 inh	IDH1 R132H inh
COc1ccc(-c2nnc(SCc3ccc([N+](=O)[O-])c(OC)c3)n2-c2ccccc2)cc1	19.5	?
COc1ccc(C#Cc2cnc3c(c2)C(=O)N([C@H](C)CO)C[C@H](C)[C@H](CN(C)C(=O)NC2CCCCC2)O3)cc1OC	-13.2	-0.9

Whole records from above.
Profile of `COC(=O)C[C@H]1C=C[C@H](NC(=O)c2ccccc2)[C@H](CO)O1` : EZH2 inh = -0.1; IDH1 R132H inh = -0.1
Profile of `CC(C)CC#Cc1cnc2c(c1)C(=O)N([C@H](C)CO)C[C@H](C)[C@@H](CN(C)S(C)(=O)=O)O2` : EZH2 inh = 5.6; IDH1 R132H inh = -1.0

From PubChem BioAssay
